Compound activity (PubChem BioAssay)
HTT ATP protect: Huntington cell model cytoprotection by ATP luminescence; PC12 HTT-Q103 induced, cytoprotection, ATP luminescence, 40 h; Potency, µM (titrated, usually from 56.4 µM), for the others: cytoprotection (ATP increase), most hits filed as activators; actives 0.14% (n = 230,000);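 further: potency means the concentration at half of the fitted maximal effect; % of control where 0% means no effect; nearly all actives have a fitted effect of over 45% in size; toxic huntingtin expression switched on by the ecdysone agonist tebufenozide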
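Cells were plated at 1500 per well in phenol red-free DMEM with 5% equine and 5% calf serum. Tebufenozide (100 nM final) and compounds were added, then ATPlite reagent, and luminescence was read.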
CBFb-RUNX1 inh: inhibitors of human CBF-beta and RUNX1 interaction. AlphaScreen CBFb-His/RUNX1-biotin binding, biochemical. Potency, µM (highest dose often 59.8 µM), without a hit: top-dose activity, negative = inhibition, most hits filed as inhibitors. 230,000 tested, under 10 active; further: % of control where 0% means no effect
Target sequence (Q01196 whole entry, looked up): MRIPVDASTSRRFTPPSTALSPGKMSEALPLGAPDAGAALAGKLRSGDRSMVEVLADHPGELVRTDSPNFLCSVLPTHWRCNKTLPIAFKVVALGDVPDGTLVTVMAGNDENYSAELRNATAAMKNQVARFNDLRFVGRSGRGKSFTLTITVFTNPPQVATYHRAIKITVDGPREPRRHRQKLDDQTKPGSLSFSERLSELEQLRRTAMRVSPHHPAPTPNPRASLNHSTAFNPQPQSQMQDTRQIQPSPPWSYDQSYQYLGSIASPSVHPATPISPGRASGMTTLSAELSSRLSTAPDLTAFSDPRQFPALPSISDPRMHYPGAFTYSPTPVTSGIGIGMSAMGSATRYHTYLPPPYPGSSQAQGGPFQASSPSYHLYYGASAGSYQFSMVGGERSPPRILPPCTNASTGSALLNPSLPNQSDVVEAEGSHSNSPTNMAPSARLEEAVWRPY
Target sequence (Q13951 whole entry, looked up): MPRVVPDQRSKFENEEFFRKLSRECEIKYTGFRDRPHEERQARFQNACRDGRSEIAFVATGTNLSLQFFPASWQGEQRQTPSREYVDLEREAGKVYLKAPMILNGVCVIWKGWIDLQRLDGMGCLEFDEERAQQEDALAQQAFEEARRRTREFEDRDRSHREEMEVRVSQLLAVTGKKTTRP
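AlphaScreen binding: CBFb-His and RUNX1-biotin (30 nM each) preincubated 20 min, compound added for 15 min, then nickel and streptavidin beads for 90 min, all at room temperature. Disruption of the interaction by any mechanism counts as activity.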
LMNA splice mod: modulators of lamin A splicing | HeLa LMNA splicing GFP/RFP minigene ratio, 48 h | Potency, µM (top dose mostly 46.1 µM), for the others: at the highest dose ratio change, negative = inhibition, actives largely listed as inhibitors | actives 0.01% (n = 200,000) | AID 1487; active means well fitted inhibition curve with a large enough effect in the signal ratio, with a control signal flat, not every such curve was filed as active; inconclusive means small, poorly fitted or top-dose-only effect, or effect the other way, or a change in a side signal; the % refers to the signal ratio; further: potency means the concentration at half of the fitted maximal effect; on the % scale 0 is the no-effect control and ±100 the full control effect
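S3 HeLa cells stably expressing lamin A-EGFP splicing minigene plus DsRed2, 600 cells/well, 48 h compound exposure at 37C. Laser-scanning cytometry; analysed as GFP (500-530 nm)/RFP (575-640 nm) total intensity ratio; 0.5% DMSO vehicle.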
SMN2 splice up: increases expression of the SMN2 splice variant. Potency, µM (top dose mostly 46.1 µM), for inactives: at the highest dose activity change, positive = activation, hits mostly activators. AID 1458. HEK293 SMN2-luciferase splicing reporter, luminescence, 30-36 h. actives 2.8% (n = 210,000); further: potency means the concentration at half of the fitted maximal effect; % of control where 0% means no effect; nearly all actives have a fitted effect of over 55% in size
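HEK293 cells carry an SMN2 […]–luciferase reporter in which exon 7 inclusion puts luciferase in frame. Cells were plated 10-12 h before compound addition, then incubated 30-36 h at 37C. ONE-Glo luminescence was read; sodium butyrate at 4.5 mM final served as control.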
IMPase Li inh: cell-permeable IMPase inhibitors with lithium potentiation | CHO-M1 cells, IP1 TR-FRET (IP-One), carbachol + lithium | Potency, µM (top dose mostly 59.4 µM), for the others: top-dose activity, negative = IMPase inhibition, actives largely listed as inhibitors | actives 0.35% (n = 210,000);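 further: IP1 builds up when IMPase is blocked and the TR-FRET signal falls; potency means the concentration at half of the fitted maximal effect; plate controls were basal vehicle for no effect and high inhibitor control for full effect; nearly all actives have a fitted effect of over 50% in size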
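IP1 accumulation measured by competitive TR-FRET in lysed CHO-M1 cells after 30 min compound exposure at 37C, with a small lithium addition to potentiate weak responses. Hill-equation AC50 from ratio and donor-channel data.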
KinaseGlo FLuc: Kinase-Glo luciferase inhibition (counter-screen); Q27757; AID 1379; Kinase-Glo luciferase, ATP luminescence, 8 min; actives 0.28% (n = 200,000); Potency, µM (top dose mostly 38.3 µM), for inactives: at the highest dose activity change, negative = inhibition, usual class: inhibitors; further: potency means the concentration at half of the fitted maximal effect; on the % scale 0 is the no-effect control and ±100 the full control effect; nearly all actives have a fitted effect of over 60% in size
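Recombinant Kinase-Glo luciferase, 10 uM ATP (linear range), luciferin; imidazole pH 7.2 / KCl / MgCl2 / Tween / BSA buffer; 8 min RT; luminescence.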
HttQ103 aggreg: inhibitors of mutant huntingtin aggregate formation in PC12 cells. Potency, µM (doses to about 46.1 µM), without a hit: at the top dose activity change, negative = inhibition, hits mostly inhibitors. PC12 HttQ103-GFP aggregates, Acumen cytometry, 40 h. AID 1688. actives 1.1% (n = 220,000); further: potency means the concentration at half of the fitted maximal effect; on the % scale 0 is the no-effect control and ±100 the full control effect; nearly all actives have a fitted effect of over 60% in size
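Multiplexed with ATP-based cell death, this channel scores GFP aggregates in PC12 cells expressing inducible HTTex1-Q103-GFP. Induction used 100 nM tebufenozide; compounds were tested in concentration series.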
The depositor's hits bear a star; ? = inconclusive; . = no result given; & = joins results of further samples; [ ] = dose if it differs, or a comment. Unless noted, the call rests on the fitted dose curve; in most records, active means well fitted curve in the direction sought with a large enough effect; inconclusive means small, poorly fitted or top-dose-only effect, or another doubt; inactive means no such curve, though single readings can be large; an effect the other way counts as inactive or inconclusive.

SMILES	HTT ATP protect	CBFb-RUNX1 inh	LMNA splice mod	SMN2 splice up	IMPase Li inh	KinaseGlo FLuc	HttQ103 aggreg
COC(=O)N[C@@H](/C=C/c1ccccc1)/C(C(=O)OC)=C(\C)NCc1ccccc1	-60%[inhibitor]	-3%	.	5%	12%	-1%	.
O=C1CCCN1C(=O)CCC(=O)N1CCCC1=O	0%	7%	?	-10%	-2%[38.3 µM]	0%	-1%
CN1C(=O)/C(=C2/C=CC=CN2C)OC1=S	-10%	4%	-3%	-2%	4%[38.3 µM]	-3%	12%
COc1ccc2c(c1)C(=O)[C@H](OC(=O)N[C@H](C)C1CCCCC1)[C@@H](c1ccc(OC)c(Br)c1)O2	-82%[inhibitor]	-8%	.	0%	8%	0%	.
Cn1ncc2c(NCc3ccccc3)ncnc21	?	3%&0%	-3%	-3%	-10%[38.3 µM]	-9%	?
COc1ccc(NC(=O)CN2CCOCC2)cc1	4%	0%	0%	16%	28%[38.3 µM]	-5%	-1%
COc1ccc(NC(=O)Cc2ccc(-c3ccccc3)cc2)cn1	-23%[10 µM]	2%	?	-21%	5%	0%	-25%
CCNc1ncc2nc(-c3cccs3)c(=O)n(C)c2n1	-33%[inhibitor]	.	25%	.	-2%	.	.
CC(Sc1nnnn1-c1ccccc1)C(=O)Nc1ccccc1-c1ccccc1 (stereo not given)	-1%[10 µM]	2%	?	-7%	11%	-1%	?
Nc1nc(O)c2ncn([C@H]3CC[C@@H](CO)O3)c2n1	.	.	?	6%	-7%	0%	.
COc1ccc(OCCNc2cc(N3CCOCC3)ccc2[N+](=O)[O-])cc1	-50%[inhibitor]	?	-1%	-5%	14%[38.3 µM]	-5%	-29%
CN(C)c1ncc2nc(-c3ccc(Cl)cc3)c(=O)n(-c3ccccc3)c2n1	-28%	.	?	.	2.8µM*	.	.
O=C(O)CCSc1ccccn1	8%	13%	.	.	-4%	4%	6%
CCc1ccc(/C=C/C(=O)c2ccc(S(=O)(=O)N(C)C)cc2)cc1	13%[10 µM]	-3%	?	-30%	21%	1%	11%
COCCn1c(SCC(=O)Nc2ncc(Cl)c(C)c2Cl)nc2ccccc21	-1%	2%	-17%	-15%	17%[38.3 µM]	-2%	-8%
CCCCSc1nc2ccc(Nc3nc(N4CCOCC4)nc(N4CCOCC4)n3)cc2s1	-5%	0%	?	-20%	26%[38.3 µM]	2%	-26%
O=C(c1ccccc1)N1CCN(C(=S)NCCc2ccccc2)CC1	.	-11%	7%	-9%	-1%	2%	-6%
CCOC(=O)c1c(C)c(C(=O)Nc2ccc(N(C)C)cc2)c(C)n1CC	-83%[inhibitor]	-25%	?	-7%	5%[38.3 µM]	-3%	16%
COc1ccc(N2CCN(Cc3nnnn3C3CCCCC3)CC2)cc1	6%[10 µM]	-2%	.	-14%	-9%	1%	-8%[9.22 µM]
CC1=CC(=O)C=C(C)C1=NOc1ccccc1[N+](=O)[O-]	.	-24%	?	-22%	7%	-2%	-5%
CCN1CCN(C(c2ccccc2F)c2nnnn2Cc2ccc3c(c2)OCO3)CC1 (stereo not given)	1%	4%	13%	-4%	16%[38.3 µM]	0%	-3%
O=C(CN1C(=O)c2ccccc2C1=O)Nc1ccccc1C(=O)N1CCCC1	4%[10 µM]	-2%	-11%	33%	4%[38.3 µM]	-1%	-3%
CCOC(=O)c1cc(=O)c2ccc(OCC(=O)Nc3ccccc3)cc2o1	-7%[10 µM]	0%	.	.	.	.	12%[9.22 µM]
COc1ccccc1Nc1nc(N)nc(CSC(=S)N2CCN(c3ccccc3)CC2)n1	30%[10 µM]	-2%	-10%[46 µM]	-6%	16%	1%	?
CC(=O)Nc1ccc(NC(=O)Nc2cccc(C)c2C)cc1	-4%	3%	.	1%	4%	-2%	-6%
(list continues)
SMILES	HTT ATP protect	CBFb-RUNX1 inh	LMNA splice mod	SMN2 splice up	IMPase Li inh	KinaseGlo FLuc	HttQ103 aggreg
CCCCN(C)C(=O)CC(NS(=O)(=O)c1ccc(NC(C)=O)cc1)C(C)C (stereo not given)	-4%	1%	7%[46 µM]	-45%[inhibitor]	-6%	-1%	27%
CCc1nnc(NC(=O)CSc2nnc3c(n2)[nH]c2ccccc23)s1	-18%	-3%	?	-3%	-2%	5%	29%
C=CCOc1cccc(C2C(C(=O)c3ccco3)=C(O)C(=O)N2CCN2CCOCC2)c1 (stereo not given)	8%	6%	2%	-14%	-10%[38.3 µM]	-2%	19%
O=C1NCCN(Cc2ccc(-c3ccccc3)cc2)C1CC(=O)N1CCN(CCO)CC1 (stereo not given)	2%[10 µM]	-4%	?	.	15%	-4%	-7%[9.22 µM]
NC(=O)[C@@H]1CC2(CC(c3cccc(NC(=O)[C@H]4CCC(=O)N4)c3)=NO2)CN1C(=O)c1ccc(Cl)cc1 (stereo not given in full)	-8%[10 µM]	-3%	.	.	.	.	-4%[9.22 µM]
Cc1cc(S(=O)(=O)NCCN(C)C)c(C)s1	-8%	7%	-4%	0%	-2%[38.3 µM]	-5%	-1%
CC1(C)OC(=O)N(c2ccccn2)C1(C)O (stereo not given)	0%	-2%	11%	-11%	-6%[38.3 µM]	3%	-8%
CCC(=O)Nc1ccc(Oc2ccc3c(c2)C(=O)NC3=O)cc1	6%[0.074 µM]	8%	3%	?	1%[38.3 µM]	-11%	-5%
O=C(Nc1ccc(F)c(Cl)c1)NC1CC1	-7%[10 µM]	19%	.	.	1%	.	-11%[9.22 µM]
Cc1c(CCC(=O)O)c(=O)oc2cc3occ(-c4ccc(F)cc4)c3cc12	-26%[0.074 µM]	11%	?	?	19%[38.3 µM]	3%	11%
COc1ccc2nc(SCC(N)=O)cc(C)c2c1	5%	-1%	0%	11%	3%[38.3 µM]	-1%	6%
CCc1c(C)nc2ncnn2c1N1CCC(C(=O)N2CCN(c3ccc(F)cc3)CC2)CC1	-6%[10 µM]	4%	?	-72%[inhibitor]	9%[38.3 µM]	-5%	-3%
NS(=O)(=O)c1ccc(NC(=O)COC(=O)c2cnccn2)cc1	0%	5%	?	6%	-6%	-2%	6%
O=S(=O)(c1ccccc1)N1CCC2(CCN(c3ccncc3)CC2)CC1	?	.	.	-37%[inhibitor]	34%[activator]	0%	.
C[C@H](NS(=O)(=O)c1ccc(Cl)cc1)C(=O)OCC(=O)NC(=O)Nc1ccc2c(c1)OCCO2	4%[10 µM]	4%	-17%	?	13%	-4%	-10%
Cc1c(NC2=CC(=O)CCC2)c(=O)n(-c2ccccc2)n1C	4%	?	16%[46 µM]	8%	1%	0%	15%
Cc1ccc(C(=O)Nc2ccc(C(=O)O)cc2)cc1S(=O)(=O)NCc1ccccc1	5%	1%	.	5%	-2%	1%	-12%
CCOc1ccccc1CNCCNC(=O)c1nonc1N	-6%[10 µM]	23%	.	-3%	.	.	10%[9.22 µM]
CCOC(=O)N1CCN(C(=O)CNS(=O)(=O)c2cccs2)CC1	1%	2%	11%	0%	-10%[38.3 µM]	-2%	17%
O=C1Nc2ccccc2N(O)N1c1ccc(Cl)c(Cl)c1	-25%	1%	.	-3%	?	6%	-5%
Cc1ccc(/C=N/NC(=O)C(=O)N/N=C/c2ccc(C)o2)o1	-1%	0%	.	-11%	-8%	3%	9%
Cc1c(C(=O)OCCOc2ccc(Br)cc2)sc(=S)n1C	.	25%	.	5%	15%	-1%	9%
COC(=O)c1sc2cc(=O)n(-c3cccc(C(F)(F)F)c3)nc2c1O	-1%[10 µM]	6%	2%[46 µM]	-15%	33%[activator]	-6%	-8%
COc1cc2c(cc1OC)CN(C(=O)c1sc(-c3cnccn3)nc1C)CC2	-4%[10 µM]	-2%	-18%[46 µM]	.	.	.	2%[9.22 µM]
Cc1c(NC(=O)c2cc(=O)[nH]c(=O)[nH]2)c(=O)n(-c2ccccc2)n1C	-2%	2%	7%	2%	5%[38.3 µM]	-6%	9%

Some of the entries above in another layout.
mol | HTT ATP protect | CBFb-RUNX1 inh | LMNA splice mod | SMN2 splice up | IMPase Li inh | KinaseGlo FLuc | HttQ103 aggreg
CCOC(=O)N1CCN(C(=O)CNS(=O)(=O)c2cccs2)CC1 | 1% | 2% | 11% | 0% | -10%[38.3 µM] | -2% | 17%
O=C1Nc2ccccc2N(O)N1c1ccc(Cl)c(Cl)c1 | -25% | 1% | . | -3% | ? | 6% | -5%
Cc1ccc(/C=N/NC(=O)C(=O)N/N=C/c2ccc(C)o2)o1 | -1% | 0% | . | -11% | -8% | 3% | 9%

The results go on.
SMILES	HTT ATP protect	CBFb-RUNX1 inh	LMNA splice mod	SMN2 splice up	IMPase Li inh	KinaseGlo FLuc	HttQ103 aggreg
O=C(CN1C(=O)NC2(CCCC2)C1=O)Nc1ccc(S(=O)(=O)N2CCOCC2)cc1	-15%[10 µM]	4%	0%[46 µM]	11%	7%	1%	9%
COc1ccc2oc3ccccc3c(=O)c2c1	14%[10 µM]	-3%	-29%[46 µM]	.	.	.	0%[9.22 µM]
COC(=O)c1c(CSc2ccc(C)c(C)c2)noc1C(=O)NCc1ccc(OC)cc1	-5%	16%	?	-7%	34%[activator][38.3 µM]	-6%	-13%
Cc1ccc(NC(=O)C(C)Sc2nc(=O)cc(N)n2-c2ccccc2)cc1 (stereo not given)	-20%	-4%	-8%	2%&-24%	19%[38.3 µM]	2%	20%
Cc1cc(N2CCN(C)CC2)ccc1NC(=O)c1c2c(nc3ccccc13)CCN(Cc1ccccc1)C2	-152%[inhibitor]	-14%	.	-70%[inhibitor]	15%	-2%	?
COc1ccc(S(=O)(=O)N(CC(=O)Nc2cc(C)on2)Cc2ccccc2)cc1	-3%[10 µM]	5%	?	-31%	8%[38.3 µM]	0%	1%
COc1ccc([N+](=O)[O-])c2c1CCN2C(=O)CC[C@H](N)C(=O)O	?	21%[21.7 µM]	.	.	11%	2%	.
O=C(NCc1ccccc1)c1cc(=O)[nH]c2ccccc12	25%	-3%	4%	-4%	-7%[38.3 µM]	2%	-5%[9.22 µM]
COc1cc(C(=O)OCC(=O)Nc2sccc2C(N)=O)cc(OC)c1OC	5%[10 µM]	-7%	?	-23%	19%	1%	19%
CC(C)N=Cc1c(O)[nH]c2ccccc12	10%	-3%	-10%	-4%	-13%[38.3 µM]	-7%	11%
Cc1cc(=O)[nH]c(SCCCOc2ccc(F)cc2)n1	-36%	0%	9%	-13%	-8%[38.3 µM]	-2%	-5%
CCC(C)NC(=O)CCc1c(C)nc2nc(-c3cc(OC)cc(OC)c3)nn2c1C (stereo not given)	-17%	-2%	2%	-3%&11%	-24%[38.3 µM]	-3%	20%
